# TDP1 block = qHTS Assay for Inhibitors of Tyrosyl-DNA Phosphodiesterase (TDP1); Tyrosyl-DNA phosphodiesterase 1 (Homo sapiens), Q9NUW8; recombinant TDP1, AlphaScreen DNA substrate cleavage; Potency, µM (doses to about 130 µM), inactives show at the top dose activity change, negative = inhibition, most hits filed as inhibitors; actives 0.28% (n = 350,000); AID 485290, 2010; also: nearly all actives have a fitted effect of over 40% in size
# Target sequence (Q9NUW8 whole entry, looked up): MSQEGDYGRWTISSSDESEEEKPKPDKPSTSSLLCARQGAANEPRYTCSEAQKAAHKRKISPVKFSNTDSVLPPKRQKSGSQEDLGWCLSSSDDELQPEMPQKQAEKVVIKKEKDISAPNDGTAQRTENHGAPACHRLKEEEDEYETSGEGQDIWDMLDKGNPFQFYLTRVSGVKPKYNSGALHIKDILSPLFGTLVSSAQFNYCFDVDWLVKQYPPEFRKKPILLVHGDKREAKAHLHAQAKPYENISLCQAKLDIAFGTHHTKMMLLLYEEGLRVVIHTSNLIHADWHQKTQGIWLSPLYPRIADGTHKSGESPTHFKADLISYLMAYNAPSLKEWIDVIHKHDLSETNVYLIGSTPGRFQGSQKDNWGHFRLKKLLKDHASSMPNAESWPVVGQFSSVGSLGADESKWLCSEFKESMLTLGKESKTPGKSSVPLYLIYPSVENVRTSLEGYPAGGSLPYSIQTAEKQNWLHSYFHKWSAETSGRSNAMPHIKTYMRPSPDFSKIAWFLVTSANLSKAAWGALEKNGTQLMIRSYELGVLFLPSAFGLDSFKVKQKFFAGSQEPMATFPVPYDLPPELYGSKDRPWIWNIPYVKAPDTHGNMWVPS
#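 Tdp1 1 nM final; 15 min RT w/ cpd; substrate 15 nM, 5 min; beads 10 ug/ml, 10 min; AlphaScreen read. Neg ctrl: no enzyme.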
# N370S GC = qHTS Assay for Inhibitors and Activators of N370S glucocerebrosidase as a Potential Chaperone Treatment of Gaucher Disease. Lysosomal acid glucosylceramidase (Homo sapiens), P04062. N370S GC spleen homogenate, 4MU-glucoside fluorescence. Potency, µM (doses to about 59.4 µM), for the others: top-dose activity change, negative = inhibition, hits mostly inhibitors. actives 0.092% (n = 330,000). AID 2101, 2009;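 also: 0% = full enzyme activity and -100% = no enzyme basal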
# FEN1 inh = qHTS Assay for the Inhibitors of Human Flap endonuclease 1 (FEN1). P39748. actives 0.35% (n = 390,000). Recombinant FEN1 flap cleavage, fluorescence, 15 min. Potency, µM (doses to about 114 µM), for the others: at the highest dose activity change, negative = inhibition, actives largely listed as inhibitors; also: nearly all actives have a fitted effect of over 65% in size
# Target sequence (P39748 whole entry, looked up): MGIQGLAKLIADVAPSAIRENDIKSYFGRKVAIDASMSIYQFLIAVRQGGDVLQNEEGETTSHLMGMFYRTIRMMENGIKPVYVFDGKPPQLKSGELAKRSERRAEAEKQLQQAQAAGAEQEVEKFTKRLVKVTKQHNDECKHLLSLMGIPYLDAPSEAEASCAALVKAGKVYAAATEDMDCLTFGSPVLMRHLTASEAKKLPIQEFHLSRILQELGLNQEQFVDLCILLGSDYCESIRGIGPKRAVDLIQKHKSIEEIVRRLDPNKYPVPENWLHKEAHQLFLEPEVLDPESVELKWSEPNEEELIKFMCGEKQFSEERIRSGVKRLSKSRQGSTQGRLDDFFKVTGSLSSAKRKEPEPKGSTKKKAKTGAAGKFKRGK
#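 Steps: FEN1 (10 nM) dispensed; compound added by pin tool; 15 min at room temperature; substrate added to 50 nM final; reads at 0 min and 15 min; data normalized and fitted (four-parameter Hill).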
# The depositor's hits bear a star; ? = inconclusive; nt = no result given; & = joins results of further samples; [ ] = remark or other dose. Calls follow the shape of the dose curve; as a rule, active = well fitted curve in the direction sought with a large enough effect; inconclusive = small, poorly fitted or top-dose-only effect, or another doubt; inactive = no such curve, though single readings can be large; an effect the other way counts as inactive or inconclusive. Unless noted, % is scaled to controls: 0 for no effect and ±100 for the full control effect; potency is read from the fitted curve at half-maximal effect.
# Every second line gives: TDP1 block	N370S GC	FEN1 inh
1: Cc1nn(CC2CCCCC2)c(N)c1-c1ccccc1
→ 0%	nt	2%
2: CC(C)(C)N1CC(COc2ccccc2)OC1=O (stereo not drawn)
→ 1%	0%	-1%
3: CCOC(=O)N1CCC(NC(=O)c2cccc3c2C(=O)N(Cc2cccnc2)C3)CC1
→ 1%	-15%	-1%
4: CCCN1CCC(NC23CC4CC(CC(C4)C2)C3)CC1
→ 4%	-18%	nt
5: O=C(NC(O)C(=O)c1cccs1)c1cccnc1 (stereo not drawn)
→ 0%	-19%	-3%
6: Cc1cc(C)n2nc(C(=O)OCC(=O)Nc3ccc(C)c(S(=O)(=O)N4CCOCC4)c3)nc2n1
→ 1%	nt	-1%
7: CC(=O)Nc1ccc(S(=O)(=O)NC2=C(N3CCN(c4ccc(F)cc4)CC3)C(=O)c3ccccc3C2=O)cc1
→ 15%	4%	-26%
8: CNS(=O)(=O)c1ccc(NC(=O)c2nc3nc(C)cc(C(F)F)n3n2)cc1
→ 3%&2%	0%	5%
9: O=c1c(-c2ccccc2)c(O)nc2ccccn12
→ 6%	-1%	3%
10: O=C(Nc1ccc(F)cc1)OCCOc1ccc([N+](=O)[O-])cc1
→ -3%	2%	-5%
11: CCc1ccc(-n2nc(C)c3c(C)cc(=O)n(CC(=O)Nc4ccc(C)c(F)c4)c32)cc1
→ 10%	nt	3%
12: COc1cc(C2NC(=S)NC3=C2C(=O)CCC3)ccc1O (stereo not drawn)
→ 8%	-11%	-1%
13: Cn1cc(CN2CCC(N3CCNC(=O)CC3)CC2)c(-c2ccccc2F)n1
→ 3%	14%	0%
14: O=C(Oc1ccc(-n2cnnn2)cc1)c1ccco1
→ 3%	5%	-1%
15: CCOc1ccc(CNC(=O)CCc2cn(Cc3ccccc3)c3ccccc23)cc1
→ 1%	9%	22%
16: Cc1cc(Br)ccc1NC(=O)C1CCN(C(=O)c2ccco2)CC1
→ nt	-23%	3%
17: COc1cccc(C(=O)OCC(=O)c2ccc(Br)s2)c1
→ -5%	-14%	2%
18: CC(=O)Oc1ccc(/C=N/NC(=S)Nc2ccccc2)cc1
→ 4%	-5%	2%
19: Cc1cccc(C(=O)OCc2cnc(Cl)s2)c1
→ -3%	1%	-4%
20: CCN(CCCNC(=O)Cn1ncc2c([nH]c3ccc(C)cc32)c1=O)c1ccccc1
→ 0%&4%	-11%	-7%&22%
21: O=C(NNC(=O)c1ccc(Br)s1)c1ccc(F)c(S(=O)(=O)N2CCOCC2)c1
→ 0%	nt	-12%
22: Cc1cc(N=CC2=C(O)CC(C)(C)CC2=O)no1
→ -6%	-2%	-3%
23: C=CCn1c(COc2cccc3ccc(C)nc23)nnc1SCC(N)=O
→ 5%	3%	22%
24: O=C(NC(C(=O)c1ccccc1)N1CCCCCC1)c1ccco1 (stereo not drawn)
→ 3%	4%	-7%
25: COc1ccc(C(CC(=O)NC(C)(C)C)n2cccc2)cc1 (stereo not drawn)
→ 0%	-5%	1%
26: COCCNC(=O)Cn1nc(-c2ccc(C)cc2)ccc1=O
→ 1%	2%	7%
27: O=C(CN1C(=O)COc2ccc(S(=O)(=O)N3CCOCC3)cc21)NCc1ccco1
→ nt	3%	-2%
28: Cc1cccc(-n2c(SCC(=O)NCc3ccco3)nc3ccccc3c2=O)c1
→ 4%	1%	-4%
29: CCCCOP(=O)(c1ccc(N(C)C)cc1)C(O)c1ccc(OC)c(OC)c1 (stereo not drawn)
→ 0%	9%	-3%
30: COc1ccccc1N1CCN(C(=O)C2CC(=O)N(c3ccccc3)C2)CC1 (stereo not drawn)
→ 4%	-7%	3%
31: O=C(Cn1c(=O)oc2ccccc21)N1CCOCC1
→ -4%	3%	20%
32: COc1ccccc1Cn1cc(C(=O)c2ccc(C)cc2)c(=O)c2cc3c(cc21)OCCO3
→ 0%	nt	-18%
33: O=C(COC(=O)c1ccccn1)Nc1cccc2ccccc12
→ -8%	-3%	2%
34: Cn1c(=O)c2cc(S(=O)(=O)Nc3cc(C(=O)O)cc(C(=O)O)c3)ccc2n(C)c1=O
→ 8%	1%	-3%
35: CCOc1cc(S(=O)(=O)NCCc2ccccc2C)c(OCC)cc1-n1cnnn1
→ 0%	-6%	-7%
36: CS(=O)(=O)c1ccc2nc(NC(=O)Nc3ccc(Cl)c(Cl)c3)sc2c1
→ -2%	25%	5%
37: COC(=O)/C=C/CC(C)OS(N)(=O)=O (stereo not drawn)
→ nt	2%	0%
38: CCCC(=O)c1cc2c(cc1NC(=O)c1ccccc1F)OCCO2
→ 1%&2%	17%	-18%&15%
39: Cc1c(Cl)cccc1-c1ccc(/C=C(\C#N)c2nc3ccccc3[nH]2)o1
→ -2%	nt	-18%
40: Cc1ccnc(SCCn2c(N3CCN(C)CC3)nc3c2c(=O)[nH]c(=O)n3C)n1
→ 2%	2%	nt
41: Cc1nnc(C)n1/N=C/c1ccc(O)cc1
→ 0%	-26%	8%
42: Cc1cc(-c2ccccc2)nc(N(C)C)c1S(C)(=O)=O
→ 5%	11%	-4%
43: COc1ccc(Cl)cc1S(=O)(=O)NCc1ccncc1
→ 4%	1%	11%
44: COC(=O)[C@@H]1Cc2c([nH]c3ccccc23)C(C)N1C(=O)c1ccccc1 (stereo partly drawn)
→ nt	-8%	-5%
45: Cn1c(CC(=O)Nc2ccccc2)nnc1SCC(=O)NC1CCCC1
→ nt	-12%	-4%

# Overlap with the part before: 2 compounds, followed by the next part.
44: COC(=O)[C@@H]1Cc2c([nH]c3ccccc23)C(C)N1C(=O)c1ccccc1 (stereo partly drawn)
45: Cn1c(CC(=O)Nc2ccccc2)nnc1SCC(=O)NC1CCCC1
46: Cc1ccc(-c2nnc(SCC(=O)N/N=C/c3ccccc3C(=O)O)n2-c2ccc(Cl)cc2)cc1
47: CSCCC(NC(=O)COc1ccccc1)C(=O)N(C)CC(=O)Nc1ccc(Cl)cc1 (stereo not drawn)
48: CCC1(CC)Cc2ccccc2C(C2=C(O)CC(C)(C)CC2=O)=N1
49: Cc1nc2c(-c3ccc(F)cc3)cnn2c(N)c1-c1ccccc1
50: Cc1cccc(-n2nnnc2SCC(=O)Nc2ccc(N3CCN(C)CC3)cc2)c1
51: CCc1ccc(C(c2c(C)nn(-c3ccccc3)c2N)c2c(C)nn(-c3ccccc3)c2N)cc1

assay / entry,44,45,46,47,48,49,50,51
TDP1 block,nt,nt,3%,4%,6%,nt,12%,-2%
N370S GC,-8%,-12%,-1%,nt,-14%,?,-4%,3%
FEN1 inh,-5%,-4%,7%,1%,-8%,?,9%,-19%

# Reprinted, compounds 32 to 48
32: COc1ccccc1Cn1cc(C(=O)c2ccc(C)cc2)c(=O)c2cc3c(cc21)OCCO3
33: O=C(COC(=O)c1ccccn1)Nc1cccc2ccccc12
34: Cn1c(=O)c2cc(S(=O)(=O)Nc3cc(C(=O)O)cc(C(=O)O)c3)ccc2n(C)c1=O
35: CCOc1cc(S(=O)(=O)NCCc2ccccc2C)c(OCC)cc1-n1cnnn1
36: CS(=O)(=O)c1ccc2nc(NC(=O)Nc3ccc(Cl)c(Cl)c3)sc2c1
37: COC(=O)/C=C/CC(C)OS(N)(=O)=O (stereo not drawn)
38: CCCC(=O)c1cc2c(cc1NC(=O)c1ccccc1F)OCCO2
39: Cc1c(Cl)cccc1-c1ccc(/C=C(\C#N)c2nc3ccccc3[nH]2)o1

assay / entry,32,33,34,35,36,37,38,39
TDP1 block,0%,-8%,8%,0%,-2%,nt,1%&2%,-2%
N370S GC,nt,-3%,1%,-6%,25%,2%,17%,nt
FEN1 inh,-18%,2%,-3%,-7%,5%,0%,-18%&15%,-18%

40: Cc1ccnc(SCCn2c(N3CCN(C)CC3)nc3c2c(=O)[nH]c(=O)n3C)n1
41: Cc1nnc(C)n1/N=C/c1ccc(O)cc1
42: Cc1cc(-c2ccccc2)nc(N(C)C)c1S(C)(=O)=O
43: COc1ccc(Cl)cc1S(=O)(=O)NCc1ccncc1
44: COC(=O)[C@@H]1Cc2c([nH]c3ccccc23)C(C)N1C(=O)c1ccccc1 (stereo partly drawn)
45: Cn1c(CC(=O)Nc2ccccc2)nnc1SCC(=O)NC1CCCC1
46: Cc1ccc(-c2nnc(SCC(=O)N/N=C/c3ccccc3C(=O)O)n2-c2ccc(Cl)cc2)cc1
47: CSCCC(NC(=O)COc1ccccc1)C(=O)N(C)CC(=O)Nc1ccc(Cl)cc1 (stereo not drawn)

assay / entry,40,41,42,43,44,45,46,47
TDP1 block,2%,0%,5%,4%,nt,nt,3%,4%
N370S GC,2%,-26%,11%,1%,-8%,-12%,-1%,nt
FEN1 inh,nt,8%,-4%,11%,-5%,-4%,7%,1%

48: CCC1(CC)Cc2ccccc2C(C2=C(O)CC(C)(C)CC2=O)=N1

assay / entry,48
TDP1 block,6%
N370S GC,-14%
FEN1 inh,-8%

# (list continues)
52: O=C1NN(c2ccccc2)C(=O)/C1=C/c1ccc(Sc2cccc3ccccc23)o1
53: CC(=O)c1nnn(-c2nc(N3CCCC3)nc(N(c3ccccc3)c3ccccc3)n2)c1C
54: CCc1nnc2c(Nc3ccc(Br)c(C)c3)nc3ccccc3n12
55: COc1ccccc1-c1cc(C(=O)N2CCCc3ccccc32)no1
56: COc1ccc(CNC(=O)COC(=O)CCOc2ccccc2)cc1
57: COc1ccc(CCn2c(SCC(=O)Nc3cc(C)on3)nc3ccsc3c2=O)cc1OC

assay / entry,52,53,54,55,56,57
TDP1 block,8%,7%,-1%,2%,-2%,3%
N370S GC,14%,-10%,nt,29%,13%,15%
FEN1 inh,?,5%,12%,14%,-1%,1%

58: CCOC(=O)C1CCN(C2=NC(=O)/C(=C/c3ccc(Cl)cc3)S2)CC1
59: O=C1Nc2ccc(Cl)cc2/C1=C/C1CC=CCC1 (stereo not drawn)
60: Cc1ccc(NC(=O)CN(C)C(=O)c2cccc(-n3cccc3)c2)cc1
61: COc1ccc(C(=O)NCCCOc2cccc(NC(C)=O)c2)cc1
62: Cc1onc(-c2ccccc2Cl)c1C(=O)OCC(=O)N1CCCc2ccccc21
63: CC(C)NC(=O)CSc1nc2sccc2c(=O)n1-c1ccccc1

assay / entry,58,59,60,61,62,63
TDP1 block,nt,-3%,nt,5%,2%,1%
N370S GC,-6%,3%,-5%,-9%,3%,0%
FEN1 inh,0%,-12%,?,9%,-4%,2%

64: COC(=O)c1ccccc1N=C(SC)N(C)C
65: O=C(Cn1cnc2ccccc2c1=O)N/N=C/c1ccc(Br)cc1
66: S=C(NCCc1ccccc1)N/N=C/c1ccc(Cl)cc1
67: Cc1cc(N2CC(C)OC(C)C2)n2cc(-c3ccccc3)nc2n1 (stereo not drawn)
68: COc1cc(OC)cc(-c2nn[nH]n2)c1
69: CCC(C)NC(=O)c1ccc2c(c1)nc1n2CCCCC1 (stereo not drawn)

assay / entry,64,65,66,67,68,69
TDP1 block,5%,-1%,nt,-3%,0%,3%
N370S GC,4%,-3%,10%,3%,-8%,nt
FEN1 inh,-2%,-12%,2%,-7%,1%,2%

70: COc1ccc(CCNC(=O)C2CC(c3ccccc3C(F)(F)F)=NO2)cc1 (stereo not drawn)
71: CO/N=C/C(=N\Nc1ccc(OC)cc1)C(=O)c1ccc(OC)cc1
72: CNC(=O)CSc1nc(-c2ccccc2)c(-c2ccccc2)[nH]1
73: O=C(Cc1c(Cl)cccc1Cl)OCC(=O)N1CCOCC1
74: CCOC(=O)C(C)Sc1nc(N)c(NC(=O)c2ccc(OC)c(OC)c2)c(=O)[nH]1 (stereo not drawn)
75: CCOC(=O)C1CCCN(C2CC(=O)N(c3cccc(C)c3)C2=O)C1 (stereo not drawn)

assay / entry,70,71,72,73,74,75
TDP1 block,4%,5%,6%,0%,-1%,1%
N370S GC,3%,?,16%,nt,-4%,4%
FEN1 inh,-5%,-5%,-3%,-8%,-11%,-8%

76: O=c1cc(Cl)[nH]n(-c2ccccc2)c1=O
77: COc1ccccc1/C=C/C(=O)NC(=S)NCC1CCCO1 (stereo not drawn)
78: COc1ccc(CCNC(=O)c2cc3c(=O)n4ccccc4nc3n(CCN3CCOCC3)c2=N)cc1
79: Cc1ccc(-c2nc(C#N)c(N3CCC(C(N)=O)CC3)o2)cc1
80: Cc1ccccc1OCCC(=O)Nc1c(C)n(C)n(-c2ccccc2)c1=O
81: CCOC(=O)c1ccc(Nc2sc(C(=O)c3cccc([N+](=O)[O-])c3)c(N)c2C#N)cc1
82: CS(=O)(=O)c1ccc(C(=O)NC2CCCc3ccccc32)cc1 (stereo not drawn)
83: Cc1nc2c(-c3ccccc3)c(C)nn2c(C)c1CCC(=O)NCc1ccc(Cl)cc1
84: Cc1[nH]c2ccc(C(=O)OCC(=O)Nc3cccc(S(N)(=O)=O)c3)cc2c1C

assay / entry,76,77,78,79,80,81,82,83,84
TDP1 block,nt,5%,6%,7%,4%,5%,8%,5%,6%
N370S GC,0%,-6%,-5%,-4%,-5%[2.35 µM],-8%,18%,nt,nt
FEN1 inh,3%,-14%,4%,-20%,-11%,-11%,6%,11%,-21%
